Screens as filed in PubChem.
Vif-A3F inh: inhibitors of Vif-A3F interaction; HeLa A3F-eYFP + Vif (tagged APOBEC3F with the HIV-1 protein that degrades it), YFP fluorescence increase; Potency, µM (titrated, usually from 46.1 µM), for the others: at the highest dose activity, negative = active; hit rate 0.2% among 390,000; note: potency is the fitted concentration of half-maximal effect; % of control where 0% means no effect; nearly all actives have a fitted effect of over 65% in size
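HeLa cells stably expressing Vif plus C-terminally eYFP-tagged A3F were seeded, incubated overnight at 37 deg C, dosed with compound, incubated overnight again at 37 deg C. Yellow fluorescence (Ex 488/Em 500-530) reported blocked Vif-mediated A3F-eYFP degradation.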
GRP78 ERSR act: inducers of ER stress response in human glioma cells; Potency, µM, inactives show at the top dose activation, most hits filed as activators; AID 602332; hit rate 0.02% among 420,000; U87-MG GRP78 promoter luciferase reporter, 16 h; note: potency is the fitted concentration of half-maximal effect; series mostly up to about 76 µM; % of control where 0% means no effect; nearly all actives have a fitted effect of over 35% in size
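ERSR induction read as luciferase luminescence (Bright-Glo, 10 min at room temperature) in stably transfected human U87-MG glioma cells exposed to compounds for 16 h, using GRP78 as sensor.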
D2 potentiator: positive allosteric modulators of human D2 dopamine receptor; P14416; HEK293 T-REx D2, calcium flux, EC20 dopamine potentiation; potentiation, % at 10 µM; hit rate 0.34% among 340,000; AID 485347;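 active = potentiation over 3 SD above the plate norm, cut at about 30% in these data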; note: 0% is about no effect
Target sequence (P14416 whole entry, looked up): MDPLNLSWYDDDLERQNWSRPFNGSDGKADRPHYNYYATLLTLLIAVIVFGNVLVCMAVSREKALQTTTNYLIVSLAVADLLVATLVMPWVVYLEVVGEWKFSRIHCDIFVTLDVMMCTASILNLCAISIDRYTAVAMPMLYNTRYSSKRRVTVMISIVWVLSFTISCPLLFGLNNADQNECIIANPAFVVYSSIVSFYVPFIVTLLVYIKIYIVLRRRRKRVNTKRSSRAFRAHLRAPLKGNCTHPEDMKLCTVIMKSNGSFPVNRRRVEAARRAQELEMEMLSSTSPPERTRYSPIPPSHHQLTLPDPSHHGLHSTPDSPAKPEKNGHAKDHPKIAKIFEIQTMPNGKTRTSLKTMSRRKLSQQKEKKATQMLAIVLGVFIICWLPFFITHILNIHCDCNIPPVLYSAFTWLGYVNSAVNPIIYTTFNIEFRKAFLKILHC
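Using a no-wash calcium dye in inducible, force-coupled HEK293 Trex cells expressing D2, we tracked fluorescence each second for 180 s after compound, then for 180 s after EC20 dopamine to detect augmented signalling.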
RXFP1 antagonist: antagonists of human relaxin receptor RXFP1; Q9HBX9; HEK293-RXFP1, relaxin-stimulated cAMP HTRF, 30 min; hits give low values; activity change, negative = inhibition, % at 57.5 µM; hit rate 0.59% among 350,000;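 active = activity change of -60% or lower, but not beyond a set lower limit; inconclusive = change between -60% and -40%, or beyond the set limit; inactive = change above -40%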; note: % is set by controls: 0 for no effect and ±100 for the full control effect
Vif-APOBEC3G blk: inhibitors of Vif-APOBEC3G interaction. Q9HC16. HeLa A3G-eYFP + Vif (tagged APOBEC3G with the HIV-1 protein that degrades it), YFP fluorescence, overnight. Potency, µM (series often up to 46.1 µM), for inactives: top-dose activity, negative = active, most hits filed as inhibitors. hit rate 0.076% among 410,000. AID 602310;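 note: potency is the fitted concentration of half-maximal effect; % is set by controls: 0 for no effect and ±100 for the full control effect; nearly all actives have a fitted effect of over 60% in size; hits raise eYFP signal because A3G escapes Vif-driven loss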
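Read-out is eYFP fluorescence (Ex 488/Em 500-530) from Vif-expressing HeLa A3G-eYFP cells; more signal means A3G escaped Vif-mediated degradation. Cells plated overnight, compound pinned in, incubated overnight at 37 deg C.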
D1 agonist: human D1 receptor agonism | hit rate 1% among 360,000 | activation, % at 2 µM | AID 504660 | HEK293 T-REx D1 cells, calcium flux, agonist mode | P21728; in the data active = activation above about 30%; note: 0% is about no effect
Target sequence (P21728 whole entry, looked up): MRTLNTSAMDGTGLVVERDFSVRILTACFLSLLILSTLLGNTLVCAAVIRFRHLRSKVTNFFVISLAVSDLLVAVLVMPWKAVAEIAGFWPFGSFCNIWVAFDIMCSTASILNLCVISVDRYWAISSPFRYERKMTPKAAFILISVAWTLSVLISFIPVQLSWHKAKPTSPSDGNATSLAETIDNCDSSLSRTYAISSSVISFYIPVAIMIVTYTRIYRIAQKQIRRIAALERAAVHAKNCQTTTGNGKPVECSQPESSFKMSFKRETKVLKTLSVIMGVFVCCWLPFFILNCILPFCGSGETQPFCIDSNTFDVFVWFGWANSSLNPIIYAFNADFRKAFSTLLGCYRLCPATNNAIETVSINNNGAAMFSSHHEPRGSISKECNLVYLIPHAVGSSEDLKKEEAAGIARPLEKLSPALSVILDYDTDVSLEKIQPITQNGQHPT
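Agonism was scored from calcium flux recorded over 180 s (1 read/s) after pintool compound addition, following a 10-cycle baseline. Cells were inducible force-coupled HEK293 TREx D1, plated overnight at 30 C and loaded with no-wash calcium dye.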
D1 antagonist: blocks dopamine activation of the human D1 receptor | hit rate 3.2% among 360,000 | P21728 | HEK293 TREx D1 cells, calcium flux, dopamine EC80; hits give low values | activity change, negative = inhibition, % at 10 µM; in the data active = activity change below about -30%; note: % is set by controls: 0 for no effect and ±100 for the full control effect
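Cells carrying a force-coupled, tetracycline-inducible human D1 receptor report calcium flux. Each well gets a 10 s baseline, compound with 180 s monitoring, then an EC80 dopamine stimulus with a second 180 s kinetic read.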
D1 PAM: human D1 dopamine receptor positive modulation | hit rate 0.036% among 360,000 | AID 504651 | P21728 | HEK293 TREx D1 cells, calcium flux, dopamine EC20 potentiation | potentiation, % at 10 µM; in the data active = potentiation above about 30%; note: 0% is about no effect
RXFP1 agonist: RXFP1 (human) receptor agonism. hit rate 0.3% among 370,000. HEK293T-RXFP1 cAMP TR-FRET, 30 min; response scale: percent of porcine relaxin response, buffer zero. Potency, µM (highest dose often 57.5 µM), for the others: at the highest dose activation, usual class: activators. Q9HBX9; note: potency is the fitted concentration of half-maximal effect; % is set by controls: 0 for no effect and ±100 for the full control effect; nearly all actives have a fitted effect of over 60% in size; many of its hits are not listed in these tables
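HEK293 cells stably expressing RXFP1, treated 30 min at 37C with compounds plus PDE4 inhibitor Ro 20174; cAMP measured by HTRF TR-FRET. Normalized to buffer and 29 nM porcine relaxin; EC50 by Hill fit.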
The depositor's hits bear a star; ? = inconclusive; . = not tested or not shown; & = joins results of further samples. Unless noted, calls come from the whole dose curve; as a rule, active = well fitted curve in the direction sought with a large enough effect; inconclusive = small, poorly fitted or top-dose-only effect, or another doubt; inactive = no such curve, though single readings can be large; an effect the other way counts as inactive or inconclusive. The list is partial. The share of hits here may be higher or lower than overall.

SMILES	Vif-A3F inh	GRP78 ERSR act	D2 potentiator	RXFP1 antagonist	Vif-APOBEC3G blk	D1 agonist	D1 antagonist	D1 PAM	RXFP1 agonist
CCC(=O)NC(=Nc1nc2ccccc2s1)NC(=O)CC	-12.8%	2.7%	-1.4	-3.5	-2.3%	0.2	-5.1	-6.3	0.1%
Cc1ccc(NC2OC(CO)C(O)C(O)C2O)cc1 (stereo not drawn)	-0.9%	-0.3%	0.2	-15.1	-0.4%	1.8	-4.8	-4.3	-0.7%
CC(C)(C)Cc1c(-c2ccc(Br)cc2)nc2ccc(Br)cn12	?	-0.2%	.	2.8	-8.5%	.	.	.	.
O=C(CCSCc1cccc(F)c1)NCc1ccc(F)cc1	5.4%	-3.7%	-6.5	-5.2	-2.9%	0.4	-3.5	-4.2	-5.5%
COc1cccc(CN2CC(C(=O)NC3CCC3)CCC2=O)c1 (stereo not drawn)	3.8%	3.1%	-10.9	-4.8	-2.3%	-0.2	-1.9	0.8	-2.1%
CCN(CC)c1ccc(S(=O)(=O)N2CCOCC2)cc1NC(=O)COC(=O)/C=C/c1ccc(O)c(OC)c1	-7.7%	2.5%	.	-7.6	-1.6%	.	.	.	.
CCNC(=S)N1CCn2cccc2C1c1ccc(F)cc1 (stereo not drawn)	-1.5%	-1.8%	-1.3	-21.7	-4.5%	2.7	-2.5	-2.2	-2.1%
O=C(N1CCOCC1)N1CCN(S(=O)(=O)c2ccc(Cl)cc2)CC1	-5.1%	0.0%	10.6	2.8	0.6%	7.1	0.9	3.1	-0.1%
COC(/C=C/Nc1ccc(C)cc1)=C(C#N)C#N	-5.9%	-1.9%	-2.0	-12.4	-1.7%	3.1	-3.6	1.3	0.4%
CCCCc1nc(NCCNC(=O)c2ccco2)c(C#N)c2c1CSC(C)(C)C2	-1.9%	0.6%	-5.6	-6.4	-4.8%	1.6	3.1	-2.9	-0.7%
CC(=O)Nc1ccc(S(=O)(=O)NCC(=O)OCC(=O)NCc2ccc3c(c2)OCO3)cc1	5.1%	-0.1%	.	-8.9	0.7%	.	.	.	.
O=C(CSC1CN(C(c2ccccc2)c2ccccc2)C1)N/N=C/c1ccccc1	?	-1.8%	-4.7	-12.8	-1.9%	3.3	2.8	5.5	-2.5%
CCOC(=O)C1=C(CS(=O)(=O)c2ccc(F)cc2)NC(=O)NC1c1ccc(O)c(O)c1 (stereo not drawn)	-1.8%	-4.6%	5.5	9.6	8.9%	2.4	6.8	-0.4	1.5%
COc1ccccc1/C=C1\SC(=S)N(CCC(=O)Nc2nnc(C)s2)C1=O	?	-6.1%	-5.7	-21.9	-1.1%	0.6	5.3	-2.1	-0.3%
COc1ccccc1NC(=O)CSc1nnnn1-c1ccc(C)cc1	0.1%	-1.7%	-7.4	1.1	-2.8%	3.9	0.5	7.0	0.5%
CCN(c1ccc(NC(=O)COC(=O)c2ccc3ccccc3n2)cc1)C(C)C	-0.3%	-1.5%	16.3	-6.7	1.2%	1.2	-13.1	-0.1	0.0%
CN(C)S(=O)(=O)c1ccc(F)c(C(=O)Nc2ccccc2C(=O)NC2CC2)c1	6.0%	-0.4%	2.6	11.3	-0.8%	2.1	0.5	-3.3	2.4%
Cc1cccc(NC(=O)CSc2nnc(-c3ccco3)c(-c3ccco3)n2)c1C	-6.7%	0.6%	4.2	-30.8	-5.6%	0.9	-6.4	-1.6	-1.5%
COc1cccc(CCN2CCC(CNS(=O)(=O)c3cc(-c4cc(C)no4)ccc3OC)CC2)c1	5.6%	-5.6%	-3.3	-6.9	-0.8%	22.8	-1.6	-7.4	-1.9%
O=C(NCC1CCCCC1)c1cc2ccccc2cc1O	-4.0%	0.3%	-5.1	5.4	2.7%	6.1	-29.8	-3.2	0.0%
COc1ccccc1N1CCN(C(=O)c2cc(C)on2)CC1	24.9%	5.1%	13.5	-10.3	3.2%	3.8	-1.0	-3.5	1.6%
CN(C)C(=O)[C@@H]1C[C@H]1[C@@H](NC(=O)OCc1ccccc1)c1ccccc1	-0.3%	-2.0%	1.1	.	5.4%	-2.4	-1.8	-4.7	-0.6%
O=C(Nc1nc(-c2ccccc2)cs1)C1CCCN(S(=O)(=O)c2cccc([N+](=O)[O-])c2)C1 (stereo not drawn)	.	-0.2%	3.3	-9.9	1.2%	2.4	-5.8	-2.8	-3.4%
CCCCN1C(=O)C(=O)N(CC(=O)N2CCc3ccccc32)C1=O	-4.9%	-4.9%	3.2	1.1	1.9%	0.2	4.5	-4.2	-2.8%
O=C(CNS(=O)(=O)c1c(F)cc(F)cc1Br)OCC(=O)N1CCCC1=O	-0.5%	-1.7%	-2.1	-0.5	2.5%	3.1	-25.3	-8.3	-0.3%
CCOC(=O)Cn1c(=O)oc2cc(S(=O)(=O)NC(C)c3ccccc3)ccc21 (stereo not drawn)	-1.2%&-3.2%	?	8.9&0.2	-4.8	6.0%&1.7%	2.1&5.1	-9.1&-16.1	-0.9	0.8%&-0.9%
COc1cccc(OC)c1OCCCCN1CCCCC1	-3.6%	-3.3%	-12.4	-0.8	6.9%	6.0	-4.6	2.5	-0.7%
CC1CN(C(=O)COC(=O)c2cnc(Cl)c(Cl)c2)CC(C)O1 (stereo not drawn)	0.1%	-5.2%	.	-28.6	0.8%	.	.	.	.
O=C(O)c1ccccc1NC(=O)N1CCOCC1	-16.8%	-4.2%	-11.5	-0.4	2.1%	1.3	-4.9	-0.5	-0.4%
O=S(=O)(N1CCCCC1)N1CCNCC1	-2.8%	-4.9%	.	6.3	-1.4%	2.7	-11.7	-4.3	0.3%
CC(C)c1ccc(OCC(=O)NCCO)cc1	4.3%	5.7%	13.0	5.8	-0.3%	0.3	5.6	2.3	1.6%
O=[N+]([O-])c1ccc(N/N=C/c2sc(N3CCOCC3)nc2-c2ccccc2)c(S(=O)(=O)Nc2ccccc2Cl)c1	?	-6.4%	-0.4	-7.1	?	79.3*	-34.4*	-5.2	-0.7%
CCN(CC)S(=O)(=O)c1ccc(S(=O)(=O)Nc2ccc(C(=O)N3CCCC3)cc2)cc1	-1.3%	2.8%	21.4	-9.6	-6.7%	7.3	2.8	-0.4	1.0%
O=C(Nc1ncccn1)c1ccc(C(F)(F)F)cc1	-13.6%	1.1%	-0.1	-2.6	-0.9%	2.1	-19.2	1.1	2.0%
Cc1onc(-c2ccccc2)c1CNC(=O)Nc1ccc(F)cc1F	-0.7%	-5.5%	7.4	.	-0.2%	1.8	-0.1	-1.5	2.6%
CCCCOc1ccc(C(=O)Nc2ccc(S(=O)(=O)Nc3nc(C)cc(C)n3)cc2)cc1	-0.8%	-4.9%	1.7	.	-7.4%	-0.7	-15.4	0.2	3.4%
CC(OC(=O)c1nn(C)c(=O)c2ccccc12)C(=O)NCc1ccc2c(c1)OCO2 (stereo not drawn)	0.8%	-6.4%	-3.3	3.3	0.5%	-0.8	-3.7	-1.2	0.9%
CCOCCCNC(=O)c1c[nH]c2cc(C)ccc2c1=O	-3.9%	-0.5%	2.6	8.3	0.1%	-0.9	11.6	0.4	-0.1%
Cc1cccn2c(=O)cc(COc3ccc(NC(=O)c4cccc(F)c4)cc3)nc12	5.1%	-5.7%	9.2	6.8	-4.2%	3.9	-3.9	-3.2	0.3%
CC12CCC(C(=O)N3CCCc4ccccc43)(CC1=O)C2(C)C (stereo not drawn)	1.5%	-1.9%	2.4	19.4	-0.6%	1.3	-0.1	2.2	0.1%
O=C(NNc1nc2cc3c(cc2s1)OCO3)c1cccc(F)c1	0.6%	-1.3%	-13.0	.	-2.0%	6.3	-18.0	-4.3	-0.1%

Shown as labelled records: entries from further up.
> CC12CCC(C(=O)N3CCCc4ccccc43)(CC1=O)C2(C)C (stereo not drawn)
  Vif-A3F inh: 1.5% | GRP78 ERSR act: -1.9% | D2 potentiator: 2.4 | RXFP1 antagonist: 19.4 | Vif-APOBEC3G blk: -0.6% | D1 agonist: 1.3 | D1 antagonist: -0.1 | D1 PAM: 2.2 | RXFP1 agonist: 0.1%

> CCOCCCNC(=O)c1c[nH]c2cc(C)ccc2c1=O
  Vif-A3F inh: -3.9% | GRP78 ERSR act: -0.5% | D2 potentiator: 2.6 | RXFP1 antagonist: 8.3 | Vif-APOBEC3G blk: 0.1% | D1 agonist: -0.9 | D1 antagonist: 11.6 | D1 PAM: 0.4 | RXFP1 agonist: -0.1%

Three structures from above, sorted by length of the SMILES, lowest first:
SMILES	Vif-A3F inh	GRP78 ERSR act	D2 potentiator	RXFP1 antagonist	Vif-APOBEC3G blk	D1 agonist	D1 antagonist	D1 PAM	RXFP1 agonist
CC(C)c1ccc(OCC(=O)NCCO)cc1	4.3%	5.7%	13.0	5.8	-0.3%	0.3	5.6	2.3	1.6%
O=C(NNc1nc2cc3c(cc2s1)OCO3)c1cccc(F)c1	0.6%	-1.3%	-13.0	.	-2.0%	6.3	-18.0	-4.3	-0.1%
CC12CCC(C(=O)N3CCCc4ccccc43)(CC1=O)C2(C)C (stereo not drawn)	1.5%	-1.9%	2.4	19.4	-0.6%	1.3	-0.1	2.2	0.1%
